GAA inhib: alpha-glucosidase (human) inhibition | Potency, µM (highest dose often 76.9 µM), for inactives: top-dose activity change, negative = inhibition, hits mostly inhibitors | 200,000 compounds, 0.005% hits | purified human GAA, 4-MU-alpha-glucoside fluorescence;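 note: plate controls were uninhibited enzyme wells for no effect and no-enzyme background for full effect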
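Human enzyme at 4 nM with 400 uM 4-methylumbelliferyl-alpha-D-pyranoside, citrate/phosphate buffer pH 5.0, 0.005% Tween-20, 20 min at room temperature. Compounds up to 77 uM. 4-MU fluorescence (Ex 365/Em 440) read after NaOH/glycine stop; AC50 from Hill fit.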
aGlu spleen mod: lysosomal alpha-glucosidase (human) modulation; P10253; human spleen homogenate, 4-MU-alpha-glucoside fluorescence; Potency, µM (series often up to 79.9 µM), for inactives: at the top dose activity change, negative = inhibition, usual class: inhibitors; 240,000 compounds, 0.006% hits;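 note: 0% = enzyme with vehicle and -100% = no enzyme basal signal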
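AC50 values come from Hill-equation fits of concentration-response data, normalized to no-enzyme and full-activity controls. Enzyme source: 1 ug human spleen homogenate; 1 mM fluorogenic 4-MU glucoside, pH 5.0 citrate buffer, 37 C, 40 min.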
Tau fibril ThT: tau fibrillization inhibition (ThT binding); recombinant tau K18 P301L, heparin-induced fibrillization, ThT fluorescence; Potency, µM (series often up to 57.4 µM), for the others: at the top dose activity, negative = inhibition, hits mostly inhibitors; 270,000 compounds, 2.1% hits; note: % is set by controls: 0 for no effect and ±100 for the full control effect; nearly all actives have a fitted effect of over 55% in size
Target sequence (P10636 561-689 P618L limits assumed): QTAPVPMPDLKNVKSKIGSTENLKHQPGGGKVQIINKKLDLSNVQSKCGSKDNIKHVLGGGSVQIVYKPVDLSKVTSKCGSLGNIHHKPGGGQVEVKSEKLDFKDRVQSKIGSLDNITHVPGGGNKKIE
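Recombinant human tau K18 fragment […] carrying P301L, 15 uM unlabeled plus 0.24 uM Alexa 594-labeled, was fibrillized with 20 uM heparin in 100 mM sodium acetate pH 7 for 6 hr at 37 C; 30 uM ThT fluorescence read after 1 hr.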
GAA glycogen: alters human alpha-glucosidase cleavage of glycogen; P10253; Potency, µM (highest dose often 76.4 µM), for inactives: at the highest dose activity change, negative = inhibition, actives largely listed as inhibitors; 300,000 compounds, 0.38% hits; recombinant GAA, glycogen substrate, Amplex Red glucose oxidase fluorescence;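 note: 0% = full enzyme reaction and -100% = no-enzyme basal signal; the screen sought inhibitors and activators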
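Natural-substrate format: glycogen cleavage by 4 nM human enzyme, glucose read by Amplex Red coupling (Ex 573, Em 610 nm). Normalized to enzyme and no-enzyme controls.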
aGal spleen mod: inhibitors or activators of human alpha-galactosidase in spleen homogenate. 240,000 compounds, 0.008% hits. P06280. human spleen homogenate, 4MU-alpha-Gal fluorescence, 40 min. AID 2107. Potency, µM (highest dose often 80 µM), inactives show at the highest dose activity change, negative = inhibition, most hits filed as inhibitors;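 note: 0% = enzyme with vehicle and -100% = no enzyme basal signal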
Target sequence (P06280 32-429 limits assumed): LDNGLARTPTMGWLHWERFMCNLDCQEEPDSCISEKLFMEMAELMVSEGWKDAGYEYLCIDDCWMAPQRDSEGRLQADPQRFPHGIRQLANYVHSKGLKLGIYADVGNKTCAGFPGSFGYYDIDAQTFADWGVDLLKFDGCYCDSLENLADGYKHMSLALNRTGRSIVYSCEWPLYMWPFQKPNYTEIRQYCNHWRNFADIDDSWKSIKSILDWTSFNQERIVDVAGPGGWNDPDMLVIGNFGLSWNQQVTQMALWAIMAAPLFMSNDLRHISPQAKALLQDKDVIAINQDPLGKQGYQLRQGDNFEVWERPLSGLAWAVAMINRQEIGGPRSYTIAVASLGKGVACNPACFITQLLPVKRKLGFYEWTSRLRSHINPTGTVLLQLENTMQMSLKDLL
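Fluorogenic readout (Ex 365/Em 440 nm) of 4-methylumbelliferone released from 1 mM 4-MU-alpha-galactoside by spleen homogenate, 40 min at 37C, pH 5.0. Data normalized to no-enzyme and enzyme controls; Hill-equation AC50 from compound titrations.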
HTT cytoprotect: protects HTT-Q103 PC12 cells, measured by ATP | 230,000 compounds, 0.14% hits | Potency, µM (doses to about 56.4 µM), for inactives: cytoprotection (ATP increase), most hits filed as activators | PC12 HTT-Q103 induced, cytoprotection, ATP luminescence, 40 h;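 note: % of control where 0% means no effect; nearly all actives have a fitted effect of over 45% in size; toxic huntingtin expression switched on by the ecdysone agonist tebufenozide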
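Rat PC12, Q103 Htt exon1-GFP fusion, ecdysone promoter; tebufenozide inducer 100 nM final; compound titration; qHTS, 1500 cells/well; ATPlite luminescent read.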
Tau fluor cs: counter-screen for tau fibril formation inhibitors. tau K18 P301L Alexa594 fluorescence, heparin fibrillization. Potency, µM (titrated, usually from 57.7 µM), for the others: at the top dose activity change, negative = decrease. 280,000 compounds, 0.93% hits. AID 1463; note: % is set by controls: 0 for no effect and ±100 for the full control effect; nearly all actives have a fitted effect of over 55% in size
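Human tau K18 P301L (15 uM unlabeled, 0.24 uM Alexa 594-labeled) in 100 mM sodium acetate pH 7 with 20 uM heparin, 6 hr at 37 C. ThT 30 uM added, 1 hr ambient; Alexa 594 FP and total fluorescence read at 555/632 nm.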
Tau FP inhib: tau fibrillization inhibition (FP); P10636; K18 P301L tau heparin fibrillization, Alexa594 FP, 6 h; Potency, µM (highest dose often 57.7 µM), for the others: at the top dose activity, negative = inhibition, usual class: inhibitors; 280,000 compounds, 0.39% hits; AID 1468; note: % is set by controls: 0 for no effect and ±100 for the full control effect; nearly all actives have a fitted effect of over 55% in size
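Human tau K18 […] P301L fragment, 15 uM unlabeled plus 0.24 uM Alexa 594-labeled tau (final), with compound and 20 uM heparin in 100 mM sodium acetate pH 7; 6 hr at 37 C, then Alexa 594 FP read.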
* = called active by the depositor; ? = inconclusive; . = not tested or not shown; [ ] = another dose, or the depositor's remark. Calls come from the whole dose curve; as a rule, active = well fitted curve in the direction sought with a large enough effect; inconclusive = small, poorly fitted or top-dose-only effect, or another doubt; inactive = no such curve, though single readings can be large; an effect the other way counts as inactive or inconclusive. Potency is the fitted concentration of half-maximal effect.

The line under a structure holds: GAA inhib | aGlu spleen mod | Tau fibril ThT | GAA glycogen | aGal spleen mod | HTT cytoprotect | Tau fluor cs | Tau FP inhib
(1) O=C(Nc1cccc2nsnc12)c1ccc2c(c1)OCCO2
→ -5% | 15% | ? | 0% | 17% | -23% | -29% | ?
(2) O=C(Nc1nn[nH]n1)c1cc(-c2ccc(Cl)c(Cl)c2Cl)nc2ccccc12
→ -1% | -1% | 7% | -4% | -11% | 11%[10 µM] | 10% | 2%
(3) Cc1ccc(NC(=O)C2C(C(=O)O)C3C=CC2C32CC2)cc1 (configuration not stated)
→ -8% | -10% | -7% | 4% | 2% | -19% | -4% | 4%
(4) COc1cccc(OC)c1OCC(O)CN1CCN(c2ccccc2)CC1 (configuration not stated)
→ -4% | -16% | ? | 2% | -4% | -38% | -10% | 5%
(5) O=S(=O)(Nc1nc(SCc2ccc(Cl)cc2)n[nH]1)c1ccccc1
→ . | -11% | -13% | -8% | -14% | -17%[10 µM] | ? | ?
(6) CC12C=CC3(CN(Cc4ccccc4)C(=O)C3C1C(=O)NC1CC1)O2 (configuration not stated)
→ -3% | 3% | 9% | 8% | 8% | -7% | 5% | -2%
(7) CCC(=O)Nc1cc(-c2nn3c(C)nnc3s2)ccc1C
→ -3% | -2% | -11% | 12% | 10% | -4% | 4% | 4%
(8) CCCCn1nnnc1SCC(=O)c1cc(Cl)ccc1OC
→ -34% | -7% | -3% | -4% | -2% | -17% | -17% | -6%
(9) CC(=O)OC(C(=O)N1CCN(c2ccc(F)cc2)CC1)c1ccccc1 (configuration not stated)
→ -3% | -9% | -2% | 3% | -1% | -3%[1.9 µM] | -5% | -4%
(10) CSCCC(N)C(=O)NC(CC(C)C)C(=O)NC(Cc1ccccc1)C(=O)O (configuration not stated)
→ . | 16% | 3% | . | 10% | . | 2% | 1%
(11) CCOC(=O)C1CCCN(c2cc(C)nc3cc(-c4ccc(F)cc4)nn23)C1 (configuration not stated)
→ -24% | 0% | -4% | -12% | 7% | -36% | -14% | ?
(12) COc1ccc(C)cc1NC(=O)C(=O)NCC(c1cccnc1)N1CCc2ccccc21 (configuration not stated)
→ . | . | -1% | -2%[76.3 µM] | . | . | -25% | -5%
(13) Cn1cc(C(=O)C(=O)N2CCN(c3ccccc3)CC2)c2ccccc21
→ 2% | 0% | -3% | -18% | -3% | 19% | -14% | -4%
(14) CN1/C(=C\C(=O)COC(=O)CNC(=O)c2ccccc2F)C(C)(C)c2ccccc21
→ -7% | -7% | -5% | 2% | -10% | 4%[10 µM] | 5% | 3%
(15) O=S(=O)(Nc1ncnc2c1oc1ccccc12)c1ccc(Cl)s1
→ 0% | -2% | -5% | 8% | -2% | 7%[10 µM] | 7% | -4%
(16) COc1ccc(C2C(C(=O)Nc3cccc(C)n3)CCC(=O)N2c2ccc(OC)cc2)cc1 (configuration not stated)
→ 1% | -4% | -12% | 1% | -7% | -12% | -9% | -3%
(17) COc1cc(NCCC(=O)c2cccs2)c(OC)cc1Cl
→ -1% | 1% | ? | -6% | 5% | -8%[10 µM] | -21% | 13%
(18) CC1(C)CC(=O)C=C(NCc2cccnc2)C1
→ 2% | 17% | -4% | 5% | 8% | -5% | -3% | -5%
(19) COC(=O)[C@H](Cc1ccccc1)NC(=O)N1CCC(C)CC1
→ 3% | ? | -6% | 1% | 2% | 2% | -3% | 1%
(20) O=C(Nc1ccc2c(c1)OCO2)c1noc2c1CCCCC2
→ -3% | -7% | -21% | -8% | -2% | -60%[inhibitor] | -22% | -3%

An excerpt of these results, as labelled records:
13	Cn1cc(C(=O)C(=O)N2CCN(c3ccccc3)CC2)c2ccccc21
  GAA inhib = 2%
  aGlu spleen mod = 0%
  Tau fibril ThT = -3%
  GAA glycogen = -18%
  aGal spleen mod = -3%
  HTT cytoprotect = 19%
  Tau fluor cs = -14%
  Tau FP inhib = -4%
14	CN1/C(=C\C(=O)COC(=O)CNC(=O)c2ccccc2F)C(C)(C)c2ccccc21
  GAA inhib = -7%
  aGlu spleen mod = -7%
  Tau fibril ThT = -5%
  GAA glycogen = 2%
  aGal spleen mod = -10%
  HTT cytoprotect = 4%[10 µM]
  Tau fluor cs = 5%
  Tau FP inhib = 3%
15	O=S(=O)(Nc1ncnc2c1oc1ccccc12)c1ccc(Cl)s1
  GAA inhib = 0%
  aGlu spleen mod = -2%
  Tau fibril ThT = -5%
  GAA glycogen = 8%
  aGal spleen mod = -2%
  HTT cytoprotect = 7%[10 µM]
  Tau fluor cs = 7%
  Tau FP inhib = -4%
16	COc1ccc(C2C(C(=O)Nc3cccc(C)n3)CCC(=O)N2c2ccc(OC)cc2)cc1 (configuration not stated)
  GAA inhib = 1%
  aGlu spleen mod = -4%
  Tau fibril ThT = -12%
  GAA glycogen = 1%
  aGal spleen mod = -7%
  HTT cytoprotect = -12%
  Tau fluor cs = -9%
  Tau FP inhib = -3%

The listing continues:
The line under a structure holds: GAA inhib | aGlu spleen mod | Tau fibril ThT | GAA glycogen | aGal spleen mod | HTT cytoprotect | Tau fluor cs | Tau FP inhib
(21) CCOc1cc(C2NC(=O)NC(O)(C(F)(F)F)C2C(=O)c2ccccc2)ccc1OC (configuration not stated)
→ -1% | 3% | -2% | 3% | -2% | 4%[10 µM] | 3% | -1%
(22) CCOC(=O)c1cnc2c(C)c(Cl)ccc2c1Nc1ccc(S(=O)(=O)Nc2ncccn2)cc1
→ 0% | -3% | -3% | 3% | 4% | . | -1% | 2%
(23) O=C1CC(/C=C/c2ccccn2)=Nc2ccccc2N1
→ 0% | 4% | ? | 17% | 4% | ? | -12% | 4%
(24) O=C(CC(=O)N/N=C\c1ccc([N+](=O)[O-])cc1)NCCc1ccccc1
→ 11% | 6% | ? | 3% | 7% | 29%[10 µM] | -15% | 2%
(25) Brc1ccc(-c2csc(-c3nc(-c4ccc(Br)s4)cs3)n2)cc1
→ . | . | -9% | 6%[76.3 µM] | . | . | -7% | 1%
(26) COc1ccc(NC(=O)c2c(NC(=O)CNCc3ccco3)sc3c2CCC3)c(OC)c1
→ 4% | -3% | -11% | -17% | -3% | -12%[10 µM] | -19% | 6%
(27) COc1ccc(N2C(=O)[C@@H]3[C@H](C2=O)[C@H]2c4ccccc4C=CN2[C@@H]3C(C)=O)cc1
→ -8% | -4% | 16µM* | -8% | -4% | . | -27% | ?
(28) COc1ccc(OC)c(NC(=O)COC(=O)Cc2ccc(-c3ccccc3)cc2)c1
→ -3% | -5% | -14% | 3% | -4% | -6%[10 µM] | -29% | 13%
(29) CC1CCN(C(=O)CSc2c3c(nc4cc(Cl)ccc24)CCCC3)CC1
→ . | . | ? | 11%[76.3 µM] | . | . | -15% | -2%
(30) O=C(c1ccc(Cl)cc1)c1nnc(-c2ccncc2)o1
→ 4% | -4% | -5% | 2% | 2% | 9%[10 µM] | 0% | 5%
(31) NC(=O)COC(=O)Cc1coc2cc3c(cc12)CCC3
→ -1% | -19% | 0% | 4% | -20% | -33%[inhibitor] | 1% | 6%
(32) CCCCC(=O)Nc1cccc(NC(=O)c2ccc(Br)o2)c1
→ -8% | 2% | -10% | -11% | 2% | -8% | -6% | -3%
(33) CC(=O)Nc1c(O)nc(SCC(=O)Nc2nnc(SCc3ccccc3)s2)[nH]c1=O
→ -1% | -4% | ? | -5% | -4% | 12% | ? | ?
(34) COc1ccccc1CCNC(=O)C(C)Sc1nc(-c2ccccc2)cc(C(F)(F)F)n1 (configuration not stated)
→ . | . | -3% | 3%[76.3 µM] | . | . | -7% | -2%
(35) Cc1ccc(F)c([C@H]2[C@@H]3C=CCC[C@@]3(C)C(=O)N2Cc2ccccc2)c1
→ . | -2% | -3% | -4% | 4% | -20%[10 µM] | 2% | -3%
(36) C=CCOc1ccc(CNCCc2ccc(S(N)(=O)=O)cc2)cc1
→ 5% | 7% | -5% | -7% | 4% | -12% | -7% | 1%
(37) CC(C)NC(=O)C(C)n1cccc1C(=O)c1ccccc1 (configuration not stated)
→ -2% | -21% | 1% | 1% | -6% | 13% | 2% | -2%
(38) CCOC(=O)c1c(C)oc2c1cc(NS(=O)(=O)c1ccc(C)cc1)c1ccccc12
→ . | . | 1% | 11%[76.3 µM] | . | . | -21% | -2%
(39) CCOC(=O)CNC(=O)Nc1nnc(-c2ccc(OCC)cc2)o1
→ -10% | 1% | ? | -3% | 1% | -10% | -2% | -8%
(40) C=CCNc1ncnc2c1cnn2-c1ccc(Cl)cc1
→ -13% | 3% | -10% | -1% | 4% | -11%[10 µM] | -3% | -1%
(41) CCc1nnc(NC(=O)CSc2nnc(Cc3cc(=O)[nH]c(=O)[nH]3)n2-c2cccc(OC)c2)s1
→ 3% | 4% | 5% | 4% | -3% | -23% | -3% | -4%
(42) N=c1n(-c2ccccc2)c(O)cc(=O)n1-c1ccccc1
→ 4% | -13% | ? | -10% | 4% | 26% | -9% | -11%
(43) CSc1ncc(C(=O)N2CCN(c3ccc(Cl)cc3)CC2)c(C)n1
→ . | . | -6% | -4%[76.3 µM] | . | . | -15% | -1%

5 entries drawn at random from the list so far, as already listed:
The line under a structure holds: GAA inhib | aGlu spleen mod | Tau fibril ThT | GAA glycogen | aGal spleen mod | HTT cytoprotect | Tau fluor cs | Tau FP inhib
(27) COc1ccc(N2C(=O)[C@@H]3[C@H](C2=O)[C@H]2c4ccccc4C=CN2[C@@H]3C(C)=O)cc1
→ -8% | -4% | 16µM* | -8% | -4% | . | -27% | ?
(26) COc1ccc(NC(=O)c2c(NC(=O)CNCc3ccco3)sc3c2CCC3)c(OC)c1
→ 4% | -3% | -11% | -17% | -3% | -12%[10 µM] | -19% | 6%
(41) CCc1nnc(NC(=O)CSc2nnc(Cc3cc(=O)[nH]c(=O)[nH]3)n2-c2cccc(OC)c2)s1
→ 3% | 4% | 5% | 4% | -3% | -23% | -3% | -4%
(25) Brc1ccc(-c2csc(-c3nc(-c4ccc(Br)s4)cs3)n2)cc1
→ . | . | -9% | 6%[76.3 µM] | . | . | -7% | 1%
(43) CSc1ncc(C(=O)N2CCN(c3ccc(Cl)cc3)CC2)c(C)n1
→ . | . | -6% | -4%[76.3 µM] | . | . | -15% | -1%

High-throughput results deposited in PubChem by National Center for Advancing Translational Sciences (NCATS).
